Source: PubChem BioAssay
ADAM17 inh = ADAM17 inhibition, QFRET primary screen | recombinant ADAM17, EDANS/DABCYL FRET peptide cleavage | inhibition, % at 6.95 µM | 0.83% of 370,000 active;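 active = inhibition above the mean of compounds lying between control limits plus 3 SD, set per campaign, cut at about 8.5% in these data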;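 also: 0% = DMSO-only wells as the low control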
ASAP1 GAP inh = blocks human ASAP1-stimulated Arf1 GTP hydrolysis. 0.19% of 360,000 active. GDP FP detection. AID 624377. inhibition, % at 16.5 µM; in the data active = inhibition above about 25%;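 also: 0% = vehicle with enzyme and substrate and 100% = no enzyme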
PLCg1 inh = inhibitors of human phospholipase C gamma1. P19174. purified PLC-gamma1, fluorogenic substrate, fluorescence. inhibition, % at 12.2 µM. 0.84% of 370,000 active. AID 720700; in the data active = inhibition above about 9.5%
KLK7 zymogen act = activators of human kallikrein-7 zymogen | purified proKLK7, EDANS-DABCYL substrate fluorescence; 100% is mature enzyme control, 0% vehicle | 0.9% of 370,000 active | AID 652039 | activation, % at 7 µM | P49862;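 active = activation above the mean of all tested compounds plus 3 SD, computed per campaign excluding outliers beyond control limits, cut at about 13% in these data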
DDE Tn7 FP inh = disrupts Tn7 cyclic peptide binding to fibrin D-Dimer-E complex; P02675; FP displacement of FITC-Tn7 peptide from fibrin DD(E); 0% = median of compound wells per plate; inhibition, % at 8.3 µM; 0.13% of 370,000 active; AID 720508;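 active = inhibition above the mean of compounds falling within the control limits plus 3 SD of them, cut at about 14% in these data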;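 also: 0% = plate median of compound wells and 100% = 10 µM Aha-Tn7 peptide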
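Assay system: human fibrin DD(E). Input: DD(E) 2 µM final. Medium: Tris buffer with calcium and detergent, pH 7.8. Compound dosing: single point at 8.3 µM. Timing: 10 min plus 3 h, room temperature. Technique: fluorescence polarization of the labelled Tn7 tracer. Read-out: percent inhibition. Replicates: singlicate testing.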
ARFGAP1 inh = inhibits rat ARF GTPase activating protein 1; Q62848; Arfgap1-stimulated ARF1 GTP hydrolysis, GDP FP detection; inhibition, % at 16.5 µM; 0.26% of 360,000 active; AID 651572;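 active = inhibition above a per-plate limit, mean inhibition of low control wells plus 3 SD, cut at about 25% in these data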;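 also: 0% = DMSO wells with enzyme and 100% = wells lacking Arfgap1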
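System: truncated rat Arfgap1 GAP domain / Benchmarks: high control wells lacking Arfgap1, low control full reaction with DMSO / Times: compound-enzyme preincubation 20 min, reaction 120 min, detection 60 min, 25 °C / Repeats: one replicate per compound / Also added: human ARF1(Δ1-17)-GTP substrate / Measured by: Tracer-displacement fluorescence polarization with EDTA stop, 620/688 nm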
DDE Tn6 FP inh = inhibitors of Tn6 peptide binding to human fibrin DD(E); P02675; Fibrin DD(E) TRITC-Tn6 fluorescence polarization displacement; inhibition, % at 8.3 µM; 0.21% of 370,000 active;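 active = inhibition above a per-campaign cutoff: mean of compounds within control limits plus 3 SD, cut at about 15% in these data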;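 also: 0% = median of all compound wells on the plate and 100% = blocking peptide control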
UHRF1 binding = blocks human UHRF1 binding to methylated DNA; AID 687016; UHRF1 binding to methylated oligo, TR-FRET; 0.75% of 370,000 active; inhibition, % at 4.4 µM; Q96T88; in the data active = inhibition above about 21%;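 also: UHRF1 SRA domain binding a hemimethylated CpG hairpin DNA probe; 0% = median of test compound wells and 100% = reference inhibitor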
PLCb3 inh = PLC-beta3 (human) inhibition, primary screen | inhibition, % at 12.2 µM | 0.18% of 370,000 active | Q01970 | Purified PLC-beta3, fluorogenic substrate, fluorescence; in the data active = inhibition above about 11%;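 also: 0% = median of compound wells on plate and 100% = full blocker control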
MBD2 DNA inh = inhibitors of human MBD2 binding to methylated oligonucleotide; Q9UBB5; TR-FRET; inhibition, % at 4.4 µM; 0.31% of 370,000 active; in the data active = inhibition above about 13%
Starred values were filed as active, the others as inactive; i = inactive; nt = no result given.

SMILES	ADAM17 inh	ASAP1 GAP inh	PLCg1 inh	KLK7 zymogen act	DDE Tn7 FP inh	ARFGAP1 inh	DDE Tn6 FP inh	UHRF1 binding	PLCb3 inh	MBD2 DNA inh
O=[N+]([O-])c1ccc(S(=O)(=O)CC(CN2CCCCC2)N2CCCCC2)cc1 (stereo unspecified)	-2	4	0	0.1	-4	11	-5	3	-2	-2
COc1cccc(NC(=O)c2cccc(Cl)c2)c1	-1	-11	3	-0.3	-3	-1	5	3	3	-4
O=C(Cn1c(COc2ccccc2)nc2ccccc21)Nc1cc(Cl)cc(Cl)c1	2	-15	5	-0.6	3	-5	8	-1	-71	-3
O=[N+]([O-])c1cc([N+](=O)[O-])c(Oc2c(Cl)cccc2Cl)cc1NN1CCCCC1	-6	14	0	0.1	-5	-1	-10	0	1	0
Cc1cccc(N2N=C(C(=O)Nc3nc(C)cs3)CCC2=O)c1	0	-16	0	-0.3	4	13	2	0	-1	3
Clc1cccc(Cl)c1Cn1ccc(C2CC2)n1	1	-6	2	-0.9	3	-5	-2	-1	0	3
Cc1ccc(-n2cc(CN3CCCN(C=O)CC3)c(-c3ccc(F)cc3)n2)cc1	5	-5	0	0.6	-6	-7	3	-1	1	-6
Cc1ccccc1OCC(=O)NNC(=O)c1ccoc1C	2	-12	-2	0.0	-3	13	2	-1	-2	-5
Clc1cccc(Cl)c1CSc1nnc(-c2ccncc2)s1	-3	-11	2	-0.5	4	7	1	3	-5	-2
O=C(COC(=O)C1CC(=O)N(Cc2ccccc2)C1)Nc1ccccc1F (stereo unspecified)	-6	-10	-5	0.1	-2	2	-1	-3	-11	-2

Entries shown so far that contain fluorine, in the order listed:
SMILES	ADAM17 inh	ASAP1 GAP inh	PLCg1 inh	KLK7 zymogen act	DDE Tn7 FP inh	ARFGAP1 inh	DDE Tn6 FP inh	UHRF1 binding	PLCb3 inh	MBD2 DNA inh
Cc1ccc(-n2cc(CN3CCCN(C=O)CC3)c(-c3ccc(F)cc3)n2)cc1	5	-5	0	0.6	-6	-7	3	-1	1	-6
O=C(COC(=O)C1CC(=O)N(Cc2ccccc2)C1)Nc1ccccc1F (stereo unspecified)	-6	-10	-5	0.1	-2	2	-1	-3	-11	-2

Next part.
SMILES	ADAM17 inh	ASAP1 GAP inh	PLCg1 inh	KLK7 zymogen act	DDE Tn7 FP inh	ARFGAP1 inh	DDE Tn6 FP inh	UHRF1 binding	PLCb3 inh	MBD2 DNA inh
CCO[C@@H]1OC(C(=O)N2CCOCC2)=C[C@H](C)[C@H]1CCCO	-4	14	1	0.1	-1	-8	3	0	-1	-3
NC(=O)c1cc(S(=O)(=O)Nc2cccc(F)c2)co1	-1	-1	0	-1.2	1	0	4	-2	2	4
O=S(=O)(c1cnc[nH]1)N1CCCCCC1	4	15	2	-0.2	-6	20	-11	5	5	1
COc1cccc(C(=O)NCC(=O)OCC(=O)c2ccccc2)c1	-2	0	0	0.2	-2	5	3	-2	2	-4
Cc1ccc(-c2c3c(=O)n(C)c(=O)n(C)c3cn2Cc2cccnc2)cc1	-6	3	-6	-0.2	0	-8	-2	-3	-7	-6
Cc1cccc(NC(=S)NC(NC(=O)OCc2ccccc2)C(Cl)(Cl)Cl)c1 (stereo unspecified)	-2	4	-1	0.0	6	3	11	-1	-1	2
COc1ccc(-c2oc3ncnc(NCCCN(C)C)c3c2-c2ccc(OC)cc2)cc1	-237	11	-123	-5.9	3	-5	-3	5	-173	15*
O=C(/C=C/NCc1cccnc1)C(F)(F)C(F)(F)F	-2	1	2	-0.4	-4	6	-6	1	-1	3
Cc1ccsc1/C=C(\CC(=O)O)c1nc2ccccc2o1	1	-9	-11	-0.1	-4	13	-1	1	-36	-3
Cc1cc(-c2ccccc2)c2c(=O)[nH][nH]c2n1	-4	-7	-2	0.6	-1	2	-3	49*	0	-2
Cc1cc(C)c(NC(=O)C2=CCN(S(=O)(=O)c3ccc(F)cc3)CC2)c(C)c1	0	14	2	0.5	-10	6	-16	-1	-1	-1
CC(Oc1ccc(Cl)cc1)C(=O)Nc1ccccc1C(=O)N1CCOCC1 (stereo unspecified)	-4	16	3	-0.4	11	-6	1	3	-7	1
Cc1cc(C)c(S(=O)(=O)N2CCCOC2CNC(=O)C(=O)NCCC2=CCCCC2)c(C)c1 (stereo unspecified)	-2	-20	0	-0.1	4	4	-2	0	1	1
CC(=O)Nc1ccc(NC(=O)CNC(=O)c2cccc(C)c2)cc1	1	-3	1	0.3	-2	5	8	-1	-6	1
CCCn1c(NC(=O)C2CCN(C(=O)c3ccc(F)cc3)CC2)nc2ccccc21	-6	3	-16	0.3	1	5	-2	2	-30	0
CCOC(=O)C1CCCN(C(=O)C2CCN(S(=O)(=O)CC)CC2)C1 (stereo unspecified)	-3	-5	0	-0.3	3	12	-4	0	0	1
Cc1oc2c(CN3CCCCC3)c(O)ccc2c(=O)c1-c1ccc(Cl)cc1	-399	-6	i	38*	-1	-12	-3	-1	i	7
CC1=NN(C(=S)Nc2ccccc2)C(C)(C)C1	1	-4	1	-0.3	2	4	11	-1	5	-6
Cc1ccc(NC(=O)COC(=O)Cn2cnc3c2c(=O)n(C)c(=O)n3C)cc1Cl	-9	-9	-1	-0.1	2	8	-3	6	-8	8
COc1ccc(-c2nc(CN(Cc3cnn(C)c3)C(C)C)c(C)o2)c(OC)c1	-3	0	-8	0.1	1	-3	2	-1	-5	0

4 compounds drawn at random from the list so far:
SMILES	ADAM17 inh	ASAP1 GAP inh	PLCg1 inh	KLK7 zymogen act	DDE Tn7 FP inh	ARFGAP1 inh	DDE Tn6 FP inh	UHRF1 binding	PLCb3 inh	MBD2 DNA inh
Cc1oc2c(CN3CCCCC3)c(O)ccc2c(=O)c1-c1ccc(Cl)cc1	-399	-6	i	38*	-1	-12	-3	-1	i	7
CC1=NN(C(=S)Nc2ccccc2)C(C)(C)C1	1	-4	1	-0.3	2	4	11	-1	5	-6
COc1ccc(-c2nc(CN(Cc3cnn(C)c3)C(C)C)c(C)o2)c(OC)c1	-3	0	-8	0.1	1	-3	2	-1	-5	0
Cc1ccc(NC(=O)COC(=O)Cn2cnc3c2c(=O)n(C)c(=O)n3C)cc1Cl	-9	-9	-1	-0.1	2	8	-3	6	-8	8

Other records follow.
SMILES	ADAM17 inh	ASAP1 GAP inh	PLCg1 inh	KLK7 zymogen act	DDE Tn7 FP inh	ARFGAP1 inh	DDE Tn6 FP inh	UHRF1 binding	PLCb3 inh	MBD2 DNA inh
O=C(C(F)C(F)(F)F)N1CCN(c2ccccc2)CC1 (stereo unspecified)	5	3	2	0.4	6	-8	-3	4	1	2
COc1cccc(NC(=O)CCNS(=O)(=O)c2ccc3c(c2)CC(C)N3C(=O)C2CC2)c1 (stereo unspecified)	0	8	0	-0.1	0	-4	4	2	-4	-1
COc1ccc(CN2CN3CCc4ccccc4C3CS2(=O)=O)cc1 (stereo unspecified)	-5	nt	2	0.2	4	nt	-4	0	-1	1
CC[C@@]1(C(=O)OC)N[C@H](CN(C)C(=O)C2CCCCC2)[C@@H]2C(=O)N(Cc3ccccc3)C(=O)[C@@H]21	-3	1	-1	0.5	1	3	-7	0	0	-2
COc1ccccc1Nc1nc(N)nc(CCl)n1	-3	-4	5	0.1	-4	-7	1	1	5	0
O=C1c2ccc(Oc3ccc([N+](=O)[O-])cc3)cc2C(=O)N1c1ccncc1	0	-10	3	0.2	0	-12	2	-1	6	5
COc1ccc(CSc2nncn2N)cc1Br	-5	4	-2	0.4	5	0	0	2	2	-5
Cc1onc(-c2ccccc2)c1-c1ccnn1S(=O)(=O)c1ccc(Cl)cc1	5	-1	-1	-0.1	1	-3	4	-2	-6	-6
CCCCC1(c2ccc(F)cc2)NC(=O)N(CC(=O)Nc2ccc(N3CCOCC3)cc2)C1=O (stereo unspecified)	-2	1	0	0.0	1	-6	0	-1	-7	-2
CCCCCC(=O)NC(=S)NNC(=O)c1ccc([N+](=O)[O-])cc1	1	-7	0	-0.4	1	5	6	-4	-2	-2
CC(=O)C1=C(C)NC(SCC(=O)c2ccc(F)cc2)=C(C#N)C1CC(C)C (stereo unspecified)	3	4	-10	-0.4	-4	3	0	3	-11	1
Nc1nc(C2CCCN2S(=O)(=O)c2ccc(Cl)cc2)cs1 (stereo unspecified)	2	-12	8	0.3	0	1	0	4	5	0
CCC(CC)C(=O)Nc1c(C(=O)N2CCN(c3ccccc3)CC2)oc2ccccc12	9.3*	-2	-5	0.1	-1	21	-9	5	-19	0
CC(=O)Nc1cc(-c2cccc(F)c2)cn2c(-c3ccc(S(C)(=O)=O)cc3)cnc12	-169	20	-294	-19	-9	-7	7	-4	-342	-4
O=C(O)C1CCN(S(=O)(=O)c2ccc3c(c2)OCCCO3)CC1	-3	-3	0	-0.2	2	11	7	-1	-11	1
O=C(COc1ccccc1Cl)NC(=S)N1CCc2ccccc21	1	0	-3	-0.3	9	2	7	1	-2	-2
CN(c1cccnc1)c1ccc(NC(=O)Cc2c[nH]c3ccccc23)cc1-c1cccnc1F	0	2	-24	0.1	-6	-11	2	-1	-33	-8
CCc1cc(C(=O)N=Nc2c(O)[nH]c3ccc([N+](=O)[O-])cc23)c2ccccc2n1	3	6	4	0.0	-3	-4	-7	-2	-1	-7
O=C1[C@@H]2CSCN2C(=O)CN1Cc1ccc(F)cc1	-1	-2	5	-0.1	5	2	-5	4	-2	-2
COc1cc(/C(C)=N/NC(=S)NC(C)C)cc(OC)c1OC	0	4	4	1.2	1	-8	4	-2	4	-3
O=C(COC(=O)CNC(=O)c1ccc(Cl)cc1Cl)NC(=O)NCc1ccccc1	4	4	11*	0.4	-6	-3	-7	4	-1	-5
CCCCN(CCCC)c1nc(-c2ccncc2)nc2ccccc12	0	-3	1	0.0	-3	-7	-2	2	-9	0
COc1cccc(CN(C)C[C@@H]2OCc3ccccc3-c3c(n(C)c4ccccc34)C(=O)N([C@@H](C)CO)C[C@H]2C)c1	8	7	4	0.4	2	16	-16	5	-4	0
